Insulin prom up: MIN6 insulin promoter up-regulation. MIN6 insulin promoter-GFP reporter, high-content imaging; hits give high values. z-score at 5 µM. actives 0.3% (n = 190,000). AID 1625;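 active = z-score above 3 at 5 µM with at least 500 cells counted in the well; inconclusive = wells under 500 cells, flagged as cytotoxic or low count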
Dynein transport: blocks dynein driven cargo transport along microtubules | 3617.4 mouse cells, GR-EGFP nuclear translocation imaging; test concentration mostly 20 µM; stimulated with dexamethasone, 1 µM; hits give low values | z-score, hits read low | actives 0.47% (n = 220,000) | AID 1381;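 active = plate z-score of nuclear minus cytoplasmic receptor signal below a set negative limit, without overly bright fluorescence or cell loss, cut at about -3.5 in these data, passing the limit was not always enough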;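 note: z-score of nuclear minus cytoplasmic ring GR-EGFP intensity difference per well; some compounds called inactive have numbers as strong as hits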
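Buffer or medium – tet-free medium with charcoal-stripped serum · Signal – automated 10x imaging of fixed Hoechst-stained cells · Also added – dexamethasone agonist, 1.0 µM final, for 30 min · Incubation – induction 48 h, compound 1 h, agonist 30 min · Read-out – GR-EGFP nuclear translocation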
CSM14.1 death rescue: rescue of cells from ER stress-induced death, primary screen, 384-well, CSM14.1, thapsigargin, ATP luminescence (AID 1222); CSM14.1 thapsigargin-induced death rescue, ATP luminescence; higher % means a stronger effect; cellular ATP content (survival), % at 20 µM; hits with a dose series show EC50 in µM; 190,000 tested, under 10 active;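 active = EC50 below 50 µM in the dose-response confirmation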;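 note: death triggered by thapsigargin at about 15 µM added after 2 h compound pretreatment; cell ATP read after overnight thapsigargin exposure of roughly 18 to 22 hours; normalized against plate controls of thapsigargin alone and 5% DMSO vehicle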
Yfh1-depleted yeast: enhancers of respiration in Yfh1-depleted yeast, dose response, Friedreich's ataxia, plus single-dose screen (AID 1465); S. cerevisiae Yfh1-off respiration, WST-1 reduction, 72 h; higher fold induction means a stronger effect; fold induction at 50 µM, or EC50 in µM where a hit was titrated; actives 0.074% (n = 220,000);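 active = fold induction of absorbance versus untreated yeast above a set limit, then at least 30% activation at any dose in follow-up; inconclusive = repeats straddling the limit, or above it without dose testing; inactive = fold induction below the set limit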;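 note: activators that raise dye reduction in frataxin-depleted yeast; strong numbers were not always called active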
M17LAP inhibition: P. falciparum M17LAP inhibitors, primary screen, biochemical, fluorogenic H-Leu-NHMec substrate, 1536-well (AID 1619); recombinant M17LAP, H-Leu-NHMec fluorogenic kinetic assay; higher % means a stronger effect; one-dose inhibition, % at 30 µM; IC50 in µM for titrated hits; actives 0.38% (n = 220,000);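 active = compound inhibiting the enzyme by more than half at any dose during confirmatory dose-response retesting; inconclusive = strong single-dose inhibitors picked by rank but not retested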;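 note: plate controls were full reaction with DMSO carrier for no effect and no enzyme background for full effect; strong numbers were not always called active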
M1AAP inhibition: malaria alanyl aminopeptidase activity blockers – biochemical, fluorogenic H-Leu-NHMec substrate, 1536-well (AID 1445) | recombinant M1AAP, H-Leu-NHMec fluorogenic kinetic assay; higher % means a stronger effect | actives 0.42% (n = 220,000) | inhibition, % at 30 µM; hits with a dose series show IC50 in µM;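 active = primary inhibition above the hit cutoff, then over 50% inhibition at one or more dose response concentrations, cut at about 23% in these data, passing the limit was not always enough; inconclusive = conflicting primary data, or primary hits not chosen for dose response; inactive = low primary inhibition, or under 50% at every dose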;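 note: plate controls were DMSO full reaction for no effect and no enzyme background for full effect; strong numbers were not always called active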
Lipid droplet: modulators of hepatic lipid droplet formation; AML12 mouse hepatocytes, oleate lipid droplets, BODIPY imaging; inhibition, % at 6.5 µM; actives 0.4% (n = 240,000); AID 1656;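 active = lipid droplet intensity inhibited by at least 50%, with more than 500 cells counted; inconclusive = wells with under 300 cells, treated as cytotoxic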
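Material – mouse AML12 hepatocyte cell line, fixed after treatment · Compound dosing – one dose, 6.5 µM compound · Times – compound with oleate, overnight · Measured by – Image-based BODIPY and DAPI two-channel analysis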
MT stabilize HCS: microtubule stabilizers in HeLa cells; HeLa tubulin immunostaining HCS, 24 h; share of cells brighter than vehicle mean+2SD; % tubulin-high responders, % at 10 µM; actives 0.83% (n = 200,000);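 active = plate Z-score above 3 for both tubulin-high and condensed-nucleus cell shares, with cell loss under 80%, at 10 µM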;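 note: anti alpha tubulin signal scored within the nucleus-defined area of each cell; some results filed as inactive read as strong as hits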
Autophagy mod: alters autophagy in cells; calls only at 10 µM (by protocol); actives 0.98% (n = 190,000); MEF GFP-LC3 puncta imaging; test concentration mostly 10 µM;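 active = percentage of spot-positive cells more than 3 SD above its plate mean, without a fluorescence outlier flag or 80% toxicity; inconclusive = no clear call, values can overlap the other calls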;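 note: spot-positive cell cutoff set from DMSO-treated cells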
Dynein transport cytoplasmic EGFP: also measured in Dynein transport; calls as there; z-score; measured here: cytoplasmic GR-EGFP intensity; hits give high values
Dynein transport nuclear GR-EGFP: recorded beside Dynein transport, whose call it bears; z-score; measured here: nuclear GR-EGFP intensity;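 lower value marks the stronger effect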
Dynein transport cell count: second read-out of Dynein transport, no call of its own (marks repeat the call); z-score; measured here: cell count per field
Insulin prom up cell count: second read-out of Insulin prom up, no call of its own (marks repeat the call); cell count; measured here: cytotoxicity, nuclei count;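 total cells summed across four imaged fields per well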
Lipid droplet cells 6.5 µM: further read-out of Lipid droplet, marked with its call; cell count; measured here: cell count, cytotoxicity flag;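 cells counted across two imaged fields per well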
MT stabilize HCS Hoechst-high %: further read-out of MT stabilize HCS, marked with its call; % Hoechst-high responders; measured here: nuclear condensation Hoechst responders;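 share of cells brighter than vehicle mean plus two SD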
MT stabilize HCS cytotoxicity %: second read-out of MT stabilize HCS, no call of its own (marks repeat the call); toxicity, %; measured here: cytotoxicity by cell density;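 0% = mean cell density of plate MIN control wells and 100% = no cells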
Autophagy mod cell loss 18 h: second read-out of Autophagy mod, no call of its own (marks repeat the call); toxicity, %; measured here: cell loss, nuclei count;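 cell loss after 18 h compound exposure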
Numbers without * were called inactive; i = inactive; ? = inconclusive; . = no result given; + = active, no number. Compounds as they come; overall some 3.5% were active at least once.

SMILES	Insulin prom up	Insulin prom up cell count	Dynein transport	Dynein transport cytoplasmic EGFP	Dynein transport nuclear GR-EGFP	Dynein transport cell count	CSM14.1 death rescue	Yfh1-depleted yeast	M17LAP inhibition	M1AAP inhibition	Lipid droplet	Lipid droplet cells 6.5 µM	MT stabilize HCS	MT stabilize HCS Hoechst-high %	MT stabilize HCS cytotoxicity %	Autophagy mod	Autophagy mod cell loss 18 h
O=C(O)c1cccc(N2C(=O)c3cccc(Oc4ccc(Cl)cc4)c3C2=O)c1	-0.48	1393	0.36	-0.12	0.37	-0.37	-2.2%	i	29%	?	-16	637	2.5	2.4	9.0	i	-12
O=C(NNS(=O)(=O)c1ccccc1)c1cccnc1	.	.	0.2	-0.26	-0.04	0.93	.	i	1%	0%	1	732	.	.	.	.	.
CC(C)(C)C(=O)/C(=C\c1ccc([N+](=O)[O-])cc1)n1cncn1	.	.	-5.1*	1.7*	-2.2*	-2.5*	-0.4%	i	20%	9%	-4	632	10	5.4	24	+	61*
COc1ccc(C(=O)NNC2=NCCCCC2)cc1	-0.2	1412	0.034	-0.21	-0.38	0.51	0.4%	i	4%	0%	-3	719	3.1	2.7	6.1	i	-13
O=C(CSc1nnc(COc2ccccc2)o1)Nc1nccs1	-0.92	1175	-0.44	-0.17	0.42	0.28	-0.8%	.	17%	1%	-12	736	2.6	1.9	11	i	12
CCOC(=O)C(=O)N=Nc1c(O)n(C)c2ccccc12	0.18	1454	-0.28	-0.36	-0.056	0.12	3.2%	i	24%	9%	5	716	2.1	0.8	7.1	i	5
NC(=O)CC(NC(=O)c1ccccc1)c1ccc(NC2CCCCC2)c([N+](=O)[O-])c1 (centres undefined)	-0.54	902	0.15	-0.29	0.2	0.13	.	i	9%	0%	18	737	.	.	.	.	.
CC(C)Cn1c(=O)c(C(=O)Nc2ccccc2S(N)(=O)=O)c(O)c2ccccc21	0.47	1790	0.36	-0.037	0.66	-0.059	-1.8%	i	5%	-3%	-11	661	3.6	1.0	2.5	i	-2
Cc1cc(C)n(C(=O)c2cc(F)c(F)cc2C)n1	0.49	1622	-0.47	-0.26	-0.3	0.97	-0.8%	i	4%	1%	-1	747	2.1	3.4	5.9	i	-2
CC(=O)NC1=NC(=O)CS1	-0.36	1572	-0.3	-0.32	-0.052	0.31	-0.3%	i	-6%	5%	.	.	5.4	3.3	4.6	i	-2
Cc1ccc(-c2nn(CC(=O)NCc3ccco3)c(=O)c3ccccc23)cc1	1.2	1172	0.72	-0.26	0.58	1.1	-3.5%	i	2%	3%	3	765	5.0	1.5	6.0	i	-5
CN1CCN(Cc2nc(N)nc(Nc3ccc4c(c3)OCCO4)n2)CC1	4.7*	1105*	1.3	-0.12	0.64	-0.65	-2.3%	i	-1%	2%	.	.	3.8	3.4	6.4	i	6
O=C(CCCC(=O)N(CC(=O)NC1CCCC1)C1CCCC1)Nc1ccccn1	1.9	1128	-0.8	0.2	-0.21	0.44	-2.7%	i	2%	5%	.	.	1.2	1.3	9.0	i	3
O=C(O)COc1ccccc1/C=N/Nc1ccc(S(=O)(=O)N2CCOCC2)cc1[N+](=O)[O-]	-0.52	1669	-0.93	-0.3	-0.63	0.55	-1.4%	i	14%	11%	11	655	5.7	1.2	7.7	i	10
CNC(=O)COC(=O)/C=C/c1cccs1	0.67	1310	-0.21	-0.17	0.0072	-0.23	-0.8%	i	7%	-2%	21	670	4.4	2.5	5.4	i	-9
CC(NC(=O)C1CC2CCCC(C1)C2=O)c1ccccc1 (centres undefined)	-0.31	1157	1.6	-0.23	0.81	-1.5	-2.5%	i	-5%	5%	-3	740	3.0	2.4	8.7	i	0
CCCCNC(=O)C1CCN(S(=O)(=O)N2CCCCCC2)CC1	0.16	1173	-0.31	-0.27	0.79	-0.055	-3.8%	i	8%	6%	7	782	3.0	3.2	7.4	i	4
CC(C)NC(=O)NCCCCCCS(C)=O (centres undefined)	0.35	1340	0.86	-0.17	0.69	-0.67	2.8%	i	-10%	-6%	-18	738	1.3	1.0	10	i	24
Cc1ccc(/C=N/NC(=O)Cc2cccn2C)cc1	0.89	1011	0.3	-0.25	-0.26	0.34	.	i	-5%	-1%	-5	747	.	.	.	.	.
Cn1c(SCC(=O)c2ccc3c(c2)OCCO3)nnc1C(F)(F)F	-0.13	1425	-0.08	-0.28	-0.26	0.89	.	i	6%	2%	-2	593	.	.	.	.	.
CCOC(=O)c1c(NC(=O)c2ccco2)sc(C(=O)N2CCCC2)c1C	0.19	874	-0.51	-0.0026	-0.29	0.62	-2.1%	i	4%	2%	7	828	3.2	1.5	10	i	2
COCCN(Cc1cc2ccc(C)c(C)c2nc1Cl)C(=O)N1CCOCC1	.	.	-0.61	-0.15	-0.38	-1.2	-0.5%	i	1%	2%	-1	576	1.6	2.2	0.6	i	-5
O=C1CC(N2CCN(Cc3ccc4c(c3)OCO4)CC2)C(=O)N1c1cccc(Cl)c1 (centres undefined)	0.05	846	-0.18	0.041	0.38	-0.59	-2.4%	i	13%	6%	-3	751	1.3	1.4	5.4	i	-9
Cc1ccc(C(=O)CNc2ccc(C)c(Cl)c2)cc1	-0.23	1327	-0.17	-0.31	-0.34	0.65	-1.1%	i	10%	2%	-4	584	2.1	2.5	4.3	i	-3
COc1ccc(C(=O)C2CCCN(C(=O)c3cc(C(C)C)no3)C2)cc1F (centres undefined)	-0.4	1337	0.51	-0.29	0.17	-0.15	-0.4%	i	-10%	0%	-4	663	3.1	1.5	4.9	i	16
O=C(COc1ccc(Cl)cc1)Nc1ccccc1C(=O)NCc1ccco1	-0.12	1171	-1.3	-0.25	-0.69	1.1	-0.3%	i	0%	0%	-15	774	6.4	6.7	9.2	i	-1
CCCCOc1ccc(C(=O)N/C(=C/C=C/c2ccccc2)C(=O)NCCO)cc1	.	.	-0.72	-0.27	-0.62	0.58	0.0%	i	-2%	3%	-36	458	2.0	1.9	8.9	i	-16
COCC(=O)Nc1nnc(-c2cccs2)s1	-0.79	866	-0.9	-0.23	-0.18	0.57	2.6%	i	0%	10%	9	772	1.5	1.8	7.3	i	1
COc1ccc(Cl)cc1NC(=O)N(C)Cc1c(C)nn(C)c1C	-0.47	1322	0.077	-0.25	0.5	0.24	.	i	-15%	1%	-11	641	3.2	1.5	49	i	-1
O=C(NCc1cn2ccccc2n1)c1ccc2c(c1)OCO2	.	.	1.9	0.051	0.62	-1.1	-1.3%	i	2%	0%	11	792	1.4	2.3	3.3	i	-10
NC(=O)c1ccc(NCC2COc3ccccc3O2)c([N+](=O)[O-])c1 (centres undefined)	-0.61	1111	-0.68	-0.25	-0.22	0.099	0.9%	i	31%	4%	8	705	6.5	3.4	11	i	-16
CC1=CCC(COC(=O)Nc2ccccc2)CC1 (centres undefined)	0.37	1581	-0.047	-0.2	0.25	-0.044	-0.7%	i	2%	2%	.	.	2.6	1.7	11	i	-30
Clc1ccc(-c2nnnn2-c2ccc(Cl)cc2)cc1	-0.04	1087	-0.5	-0.22	0.098	0.27	.	i	6%	1%	4	738	.	.	.	.	.
COc1ccc(S(=O)(=O)N2CCOCC2)cc1NC(=O)Cc1ccccc1Cl	0.47	1325	-0.17	-0.21	-0.49	0.44	-0.4%	i	3%	-4%	11	709	1.4	2.6	8.0	i	-9
O=[N+]([O-])c1ccc(-c2ccc(C=Nc3cccc4ccccc34)o2)cc1	.	.	-0.052	-0.12	0.08	0.73	-1.0%	i	11%	17%	5	699	2.4	1.4	3.3	i	-2
Cc1cccc(CSCCNC(=O)CN(c2cc(C)cc(C)c2)S(C)(=O)=O)c1	0.18	1115	0.56	-0.23	0.18	-0.36	.	i	17%	3%	0	684	.	.	.	.	.
CN(Cc1cn(C)nc1-c1ccccc1F)CC1CCCCO1 (centres undefined)	0.34	1447	-1	0.0095	-0.64	1.1	-0.9%	i	-2%	-4%	-7	734	2.9	2.0	6.4	i	5
CCOC(=O)c1ccc(-c2ccc(CO)o2)cc1	0.22	1576	-0.19	-0.2	0.38	0.66	-1.6%	i	-195%	11%	.	.	2.0	0.8	6.9	i	-28
CC(=O)/C(=C\Nc1ccc(OCc2ccccc2)cc1)c1ccccc1	0.44	1813	0.61	-0.19	-0.27	0.12	0.0%	i	-20%	1%	23	634	0.8	2.3	9.4	i	42

Sorted by the number under MT stabilize HCS Hoechst-high % (smallest number first): 3 from the list above
SMILES | MT stabilize HCS Hoechst-high %
CCOC(=O)c1ccc(-c2ccc(CO)o2)cc1 | 0.8
O=C(CSc1nnc(COc2ccccc2)o1)Nc1nccs1 | 1.9
CN(Cc1cn(C)nc1-c1ccccc1F)CC1CCCCO1 (centres undefined) | 2.0
